MMP-13 inhibitor: MMP13 (human) collagenase inhibition. 65,000 compounds, 0.07% hits. MMP-13 fTHP FRET cleavage, Mca fluorescence. inhibition, % at 4 µM;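 active = inhibition above the mean of compound-free control plate wells plus 3 SD, cut at about 14% in these data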;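 also: 0% = DMSO wells and 100% = wells with reference MMP-13 inhibitor after basal subtraction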
FXIa mix inh: inhibitors of human coagulation factor XIa, pooled mixtures; P03951; purified FXIa, fluorogenic substrate; inhibition, % at 5 µM; 62,000 compounds, 0.19% hits;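 also: each value is inhibition by a whole ten-compound pool holding the compound; 0% = enzyme with no mixture and 100% = wells lacking enzyme; strong numbers were not always called active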
AP ELISA ortho: orthogonal test for alternative complement pathway inhibitors; Human serum alternative complement pathway, LPS-coated ELISA, C3 deposition; tested in compound mixtures; inhibition, % at 5 µM; 62,000 compounds, 0.08% hits; AID 1235;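 active = inhibition above 30% in each of the two pooled mixtures holding the compound, so the lower value exceeds 30%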;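 also: 0% = serum in Mg-EGTA without compound and 100% = EDTA serum blank; some compounds past the cut are filed as inactive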
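Medium: diluted human serum in Mg2+-EGTA GVB++. Assay system: human serum complement alternative pathway, C3 deposition onto LPS. Also added: Plate-bound LPS. Technique: Anti-C3 ELISA, OD 450 nm. Measure: percent inhibition. Incubation: 1 h at 37 °C. Dosing: 5 µM each compound, pools of ten, 50 µM per pool.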
JNK3 inh: inhibitors of human JNK3 kinase | P53779 | 60,000 compounds, 0.61% hits | inhibition, % at 8 µM | purified JNK3 kinase activity, HTS; in the data active = inhibition above about 17%;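 also: 0% = DMSO and 100% = reference inhibitor; many of its hits are not listed in these tables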
Cdc25B inh: human M-phase inducer phosphatase 2 inhibition | recombinant Cdc25B, OMFP fluorescence Ex485/Em525 | inhibition, %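 (compounds tested at 10 µM final in the well)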 | 65,000 compounds, 0.1% hits; in the data active = inhibition above about 50%
A340 absorber: compounds absorbing at 340 nm. compound absorbance at 340 nm, fold over control. fold change at 10 µM. 65,000 tested, under 10 active;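 active = at 10 µM dose, initial 340 nm absorbance at least 2 fold that of control wells; inactive = change under 2 fold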;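 also: initial absorbance extrapolated from kinetic A340 decline of NADH oxidation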
FXIIa inh mix: inhibitors of human coagulation factor XIIa, pooled mixtures | P00748 | purified FXIIa, fluorogenic substrate | inhibition, % at 5 µM | 62,000 compounds, 0.2% hits | AID 684;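 also: 0% = enzyme without compound and 100% = no enzyme blank; some results filed as inactive read as strong as hits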
Target sequence (P00748 20-372 limits assumed): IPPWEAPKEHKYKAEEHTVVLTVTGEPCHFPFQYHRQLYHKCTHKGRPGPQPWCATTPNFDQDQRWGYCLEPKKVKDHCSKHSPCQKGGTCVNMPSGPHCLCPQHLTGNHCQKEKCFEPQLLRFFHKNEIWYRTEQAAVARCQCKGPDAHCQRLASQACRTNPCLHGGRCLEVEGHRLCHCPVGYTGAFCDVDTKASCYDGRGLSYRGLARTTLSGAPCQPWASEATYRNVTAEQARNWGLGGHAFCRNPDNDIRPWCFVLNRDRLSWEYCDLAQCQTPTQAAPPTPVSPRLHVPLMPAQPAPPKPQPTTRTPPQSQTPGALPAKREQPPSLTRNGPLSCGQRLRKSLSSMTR
Target sequence (P00748 373-615 limits assumed): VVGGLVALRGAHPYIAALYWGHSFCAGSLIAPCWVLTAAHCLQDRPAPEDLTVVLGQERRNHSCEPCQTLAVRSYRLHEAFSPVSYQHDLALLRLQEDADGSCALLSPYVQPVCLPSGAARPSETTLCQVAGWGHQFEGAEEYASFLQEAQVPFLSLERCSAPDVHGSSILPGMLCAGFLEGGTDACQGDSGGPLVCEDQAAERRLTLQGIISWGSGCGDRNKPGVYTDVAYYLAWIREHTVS
Hsp90 inh: displaces geldanamycin probe from tumor Hsp90; P07900; NCI-N417 lysate Hsp90, Cy3B-geldanamycin FP displacement; inhibition, % at 30 µM; 64,000 compounds, 0.35% hits;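 active = inhibition above 50%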;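 also: 0% = tracer plus lysate wells and 100% = tracer alone without lysate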
MKP-1 inh: human dual specificity phosphatase 1 inhibition. P28562. 65,000 compounds, 0.15% hits. recombinant MKP-1, OMFP hydrolysis fluorescence. inhibition, %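 (compounds tested at a single concentration somewhere between 10 and 100 µM)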. AID 374;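 active = inhibition above about 50%, limit read from the data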;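 also: 0% = DMSO max control wells and 100% = wells with enzyme stopped by NaOH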
Target sequence (P28562 whole entry, looked up): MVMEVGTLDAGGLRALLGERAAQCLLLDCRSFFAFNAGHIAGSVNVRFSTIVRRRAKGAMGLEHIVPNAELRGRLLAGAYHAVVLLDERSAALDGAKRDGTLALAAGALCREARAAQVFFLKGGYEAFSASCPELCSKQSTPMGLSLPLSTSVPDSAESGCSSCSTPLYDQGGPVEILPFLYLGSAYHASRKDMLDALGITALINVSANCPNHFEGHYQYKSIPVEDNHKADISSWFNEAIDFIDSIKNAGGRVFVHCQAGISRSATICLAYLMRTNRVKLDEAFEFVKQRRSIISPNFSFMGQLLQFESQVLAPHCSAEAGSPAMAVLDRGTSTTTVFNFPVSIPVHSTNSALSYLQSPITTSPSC
* = called active by the depositor; · = not tested or not shown. Rule as the data show it, unless noted: active = inhibition above about 20% (passing the limit was not always enough); inactive = the rest.

SMILES	MMP-13 inhibitor	FXIa mix inh	AP ELISA ortho	JNK3 inh	Cdc25B inh	A340 absorber	FXIIa inh mix	Hsp90 inh	MKP-1 inh
COC(=O)c1sc(NC(=O)c2csc3c2CCCC3)nc1C	-4	7	8	7	-2	1	4	-11	26
O=C(O)CN1CCN(Cc2ccccc2)C1=O	0	1	12	1	-4	0.98	17	3	12
Cc1ccc(C)c(NC(=O)c2ccc3c(c2)N(Cc2ccc(F)cc2)C(=O)CS3=O)c1 (stereo not given)	4	5	11	-2	0	0.99	5	-3	30
CCOC(=O)C1=C(C)OC(N)=C(C#N)C1c1cc(OC)c2c(c1)OCO2 (stereo not given)	1	0	31	-2	-3	1	3	-1	24
COc1ccc(-n2c(=O)c3ccccc3n(CC(=O)Nc3cc(C)on3)c2=O)cc1OC	-10	5	21	-2	-6	1	0	1	12
COc1ccc(C(=O)N2CCC(N3CCN(c4ccccc4)CC3)CC2)cc1OC	-5	·	·	2	6	1	·	-2	-7
Cn1c(=O)c2c(SCC(N)=O)nc(CC(C)(C)C)nc2n(C)c1=O	6	1	11	-3	2	1	1	1	1
Cc1cnc(C(=O)OCC(=O)N2CCc3ccccc3C2)cn1	4	6	14	-3	-6	1	-18	-4	3
COCCSc1nnc(NC(=O)Cc2cccs2)s1	1	3	2	4	-1	1	16	-4	29
CCC(C(=O)O)n1c(C(F)(F)F)nc2ccccc21 (stereo not given)	1	8	15	8	-7	0.98	5	1	1
CCCC(=O)N1CCc2cc(-c3nc(N)sc3C)ccc21	-2	4	14	-8	12	1	-20	-1	4
CCOC(=O)C1C(=O)CC(=O)CC1CC(C)SCC (stereo not given)	-6	8	20	-7	3	1.1	2	5	15
COc1ccc2c(c1)CCc1c(C(=O)NC3CCCCC3)noc1-2	8	26	15	-1	-6	1	1	-1	-24
CC(=O)Nc1ccc(S(=O)(=O)N[C@H](C(=O)O)C(C)C)cc1	-5	3	11	1	-3	1	-19	-1	2
O=C(NCc1cccs1)C1CCN(c2ccc(S(=O)(=O)N3CCOCC3)cc2Cl)CC1	4	-1	18	3	-17	1	-21	-1	-20
Cn1c(=O)c2c(nc(CN3CCc4ccccc4C3)n2Cc2ccc(Cl)cc2)n(C)c1=O	7	·	·	-5	-15	0.95	·	-3	19
COc1ccc(OC)c(C2C=C(c3ccc(C)c(C)c3)Nc3nnnn32)c1 (stereo not given)	-13	-1	12	3	2	1	2	0	9
COCC(=O)N(Cc1cc2ccccc2[nH]c1=O)c1ccc(OC)cc1	-5	1	-13	1	5	1	19	1	-22
Cc1cc2c(s1)CCCCC(=O)N2	-6	7	4	-2	1	1	4	1	6
Cc1[nH]nc(N=CC2=C(O)CC(c3ccco3)CC2=O)c1-c1ccccc1 (stereo not given)	-4	6	-6	-7	5	1.1	7	-1	0
CCN(CC)CCN1C(=O)C(=O)/C(=C(/O)c2c(C)[nH]c(C(=O)OC)c2C)C1c1cccnc1 (stereo not given)	2	3	3	-5	-32	1.1	-20	-3	-11
O=C(NCc1ccccn1)c1ccc(=O)oc1	-9	·	·	-2	-3	1.2	·	-4	-15
COc1ccc(Cl)cc1C(=O)Nc1ccc(NC(=O)c2ccco2)cc1	5	-23	15	5	-15	1.1	4	-1	15
Fc1ccc(-c2nnc3ccc(N4CCCC4)nn23)cc1	1	5	23	-4	-8	0.99	5	-2	18
O=C(CSc1nccn1-c1cccc(Cl)c1)NC1CCCC1	-3	2	8	2	-14	1	11	-1	1
O=C(CN1C(=O)COc2ccccc21)N(Cc1cccnc1)Cc1cccc(F)c1	4	9	21	1	12	1	5	-5	10
Cc1ccc2c(c1)-c1ccccc1S(=O)(=O)N2	-28	-3	3	-5	-10	1	10	-4	-22
Cc1ccc(C)c(N2CCN(C(=O)c3cc4ccccc4oc3=O)CC2)c1	4	6	22	0	-29	1.1	12	-1	-2
O=C(Nc1ccc(-n2nncc2-c2ccco2)cc1)c1cc2ccccc2oc1=O	-3	-6	12	·	-2	1.1	7	-11	44
COC(=O)N(C)c1nc2ccccc2s1	-2	0	-25	-3	-6	1	9	3	26
COc1ccc(CC(=O)Nc2ccc(S(=O)(=O)NCC3CCCO3)cc2)cc1 (stereo not given)	2	5	19	0	6	1	1	-4	7
CN(Cc1ccccc1)C(=O)COC(=O)c1ccc2c(c1)OCO2	-3	5	10	·	-4	1	-1	·	2
CN1C(=O)CSc2ccc(C(=O)O)cc21	-10	5	19	2	-12	1.1	4	-3	-3
COc1ccc(OC)c(-n2c(SCC(=O)N3CCc4ccccc43)nc3c(c2=O)SCC3)c1	1	5	10	-8	17	1.1	6	-4	17
CC(C)(C)n1cnc2cc(NS(=O)(=O)c3ccccc3)ccc21	-4	-2	1	3	-5	1	1	-1	-10
O=C(CN1C(=O)c2ccccc2S1(=O)=O)Nc1ccccc1C(=O)NCc1ccco1	-1	·	·	1	4	1.1	·	-12	9
Cn1cc(CC(=O)N2CCN(c3ccc(Cl)cc3)CC2)c2ccccc21	-18	6	4	·	7	1.1	0	-3	19
CCn1c(=O)n(CC)c2cc(S(N)(=O)=O)c(C)cc21	4	7	4	-1	-8	1.1	-6	-2	6
O=c1nc2n(c3cc(Cl)c(S(=O)(=O)N4CCOCC4)cc13)CCCCC2	4	8	20	2	-3	1	1	1	3
CC1CCN(C(=O)CSc2nnc(Cc3cc(=O)[nH]c(=O)[nH]3)n2-c2ccc(Cl)cc2)CC1	-13	3	-6	-1	-12	0.98	8	-2	4
CC(C)C(=O)Nc1ccc(C(=O)NC2CCSC2=O)cc1 (stereo not given)	13	4	-22	-9	-4	0.98	-15	-2	-7
CCOC(=O)CSc1nnc(-c2ccc(OC)cc2OC)o1	4	5	9	-2	-2	1	14	0	-27
CCc1cc2c(cc(C(=O)O)n2C)s1	0	2	21	-6	-3	1	9	-5	14
CC(C)n1c(SCC(=O)Nc2ccc3c(c2)OCO3)nc2c1c(=O)n(C)c(=O)n2C	-1	-4	1	4	-1	0.99	5	1	21
CCCc1nc(SCC(=O)c2ccc(OC)cc2)c2c(=O)n(C)c(=O)n(C)c2n1	-2	8	25	1	-1	1	4	1	2
COc1ccc(C(=O)NCC(=O)n2nc(C)cc2C)cc1OC	-3	·	·	-1	3	1	·	-5	-11
CCCc1ncc(C(=O)c2ccc(OC)cc2)n1C	1	8	19	4	-9	1.1	3	-2	5
COC(=O)n1c(=O)oc2cc(S(=O)(=O)N3CCOCC3)ccc21	-1	0	8	0	3	0.99	6	1	4
NC(=O)C1CCN(C(=O)C23CC4CC(CC(C4)C2)C3)CC1	6	-6	2	0	-4	0.98	1	-2	5
CCc1nnc(NC(=O)c2ccc(S(=O)(=O)NC3CCCCC3)cc2)s1	-1	3	-6	3	-3	1	8	-5	-10
COCCn1c(SCCCc2ccccc2)nc2c1c(=O)[nH]c(=O)n2C	-3	3	8	9	-17	1	5	-5	-8
CCOC(=O)C(C)Oc1ccc2c(C)cc(=O)oc2c1C(C)=O (stereo not given)	-12	·	·	-1	-21	1	·	-1	-23
Cc1n[nH]c(C)c1N1C(=O)c2cccc3cc(Br)cc(c23)C1=O	·	3	10	·	-2	1.1	2	9	2
CNC(=O)CSc1nnnn1CCCOC	0	9	8	4	-10	1	-24	-1	-24
COc1ccc(C(=O)CSc2nnc(-c3ccco3)n2CC2CCCO2)cc1 (stereo not given)	1	3	-5	3	-15	0.98	2	-2	5
Cc1ccc(CNC(=O)c2cc3c(=O)n(C)c4ccccc4c3n2C)o1	-12	-2	10	13	-6	1	-1	1	9
NC1=NC2=C(CCCC2)C2(CCCCC2)S1	5	-11	9	-9	-17	0.97	-1	5	2
CCC(c1c(C)n(C)n(-c2ccccc2)c1=O)c1c(C)n(C)n(-c2ccccc2)c1=O	-1	8	12	-2	-24	1	2	2	-12
O=C(c1cc2nc(-c3ccco3)cc(C(F)(F)F)n2n1)N1CCCCCC1	-2	5	5	-1	-4	1.1	2	-4	6
CC(C)(O)C#Cc1ccc(C(=O)NCc2cccs2)s1	5	3	1	1	-12	0.99	3	-3	6
Next results.
SMILES	MMP-13 inhibitor	FXIa mix inh	AP ELISA ortho	JNK3 inh	Cdc25B inh	A340 absorber	FXIIa inh mix	Hsp90 inh	MKP-1 inh
O=C1C2=C(Nc3ccccc3SC2c2ccco2)c2ccccc21 (stereo not given)	-4	3	13	8	4	1.1	-2	-2	10
COCCNc1ncnc2c1cnn2Cc1ccc(Cl)cc1	0	-1	20	-1	8	1	1	-3	2
Cn1cccc1C(C(=O)NC1CCCCC1)N(C(=O)Cc1cccs1)c1ccc2c(c1)OCO2 (stereo not given)	3	-2	19	-11	-7	1.1	-14	0	-9
CCOC(=O)N1CCN(C(=O)C2COc3ccccc3O2)CC1 (stereo not given)	1	7	0	·	-18	0.99	5	·	9
CCOc1ccccc1-n1c(SCC(=O)NC)nnc1-c1ccco1	5	10	3	-5	-1	0.97	-2	2	-11
Cc1ccc(-n2c3c(cc(C(=O)NCc4ccco4)c2=O)C(=O)CC(C)(C)C3)cc1	-6	-3	3	5	-15	1.1	4	0	12
Cc1cc(NC(=O)c2cccnc2)ccc1NC(=O)c1ccco1	0	10	5	-7	1	0.98	2	-3	-21
COc1cc(-c2nnc(SCc3c(F)cccc3Cl)o2)cc(OC)c1OC	0	1	7	3	1	1	2	0	-4
Cc1ccc2ccccc2c1COC(=O)c1nonc1N	2	-1	20	3	-19	1.1	1	-3	-2
O=C(C1CCN(c2nnc(-n3cccc3)s2)CC1)N1CCOCC1	-1	1	6	2	1	0.98	-47	-1	0
CC1N(C)c2cc(NC(=O)c3ccco3)ccc2C1(C)C (stereo not given)	-4	3	-11	-15	-8	1.1	1	-64	2
COc1ccc2cc(CN(CCO)C(=O)c3ccc(Br)cc3)c(=O)[nH]c2c1	-7	7	9	-3	-1	1	2	-1	-7
CCN(CC)C(=O)COc1ccc2oc(C)c(C(=O)OC)c2c1	2	0	7	-3	-9	1	42	-4	-12
COc1ccc(N2CCN(C(=O)c3ccc(OCC4CCCO4)cc3)CC2)cc1 (stereo not given)	2	11	16	-5	7	1	7	-4	19
O=C(NCc1cccs1)C1CC(=O)N(c2ccc(F)cc2)C1 (stereo not given)	1	-1	12	-4	-8	0.96	-2	-1	3

One compound at a time, from the list above. Values in the order: MMP-13 inhibitor	FXIa mix inh	AP ELISA ortho	JNK3 inh	Cdc25B inh	A340 absorber	FXIIa inh mix	Hsp90 inh	MKP-1 inh
`CNC(=O)CSc1nnnn1CCCOC` is entered as 0	9	8	4	-10	1	-24	-1	-24
`COC(=O)c1sc(NC(=O)c2csc3c2CCCC3)nc1C` is entered as -4	7	8	7	-2	1	4	-11	26
`CCOc1ccccc1-n1c(SCC(=O)NC)nnc1-c1ccco1` is entered as 5	10	3	-5	-1	0.97	-2	2	-11

More structures.
SMILES	MMP-13 inhibitor	FXIa mix inh	AP ELISA ortho	JNK3 inh	Cdc25B inh	A340 absorber	FXIIa inh mix	Hsp90 inh	MKP-1 inh
COc1ccccc1/C=c1\sc2nc(-c3cccs3)nn2c1=O	3	0	7	2	7	1.1	4	-6	13
O=C1CC(=O)N(Cc2ccco2)C(=O)N1	-2	3	9	1	5	1	1	-5	1
O=C(c1cccnc1)N1CCN(S(=O)(=O)c2ccc(S(=O)(=O)N3CCCC3)cc2)CC1	0	12	26	·	2	0.93	12	-2	16
COc1ccc(Cl)cc1S(=O)(=O)N1CCN(c2ccc(F)cc2)CC1	2	11	4	4	-10	1	-17	-2	-6
CC(C)CCNC(=O)C1CCCN(S(=O)(=O)c2ccc(F)cc2)C1 (stereo not given)	7	8	3	-2	3	0.98	5	1	8
Cc1cc(C)n2nc(SC3CCCCN(C(=O)c4ccc(F)cc4)C3=O)nc2n1 (stereo not given)	-2	4	6	-1	-6	0.99	1	-4	9

Screens (PubChem)
